Screens from PubChem BioAssay.
MsrA act: bovine MsrA enzyme activators, primary screen, biochemical, absorbance, HTS. Methionine sulfoxide reductase A (Bos taurus). purified bovine MsrA, absorbance read-out. activation, % at 10.6 µM. 360,000 compounds, 0.3% hits. AID 602163, 2012; in the data active = activation above about 7.5%;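 also: 0% = vehicle and 100% = reference activator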
MsrA inhibitor: bovine MsrA enzyme inhibitors, primary screen, biochemical, absorbance, HTS. Methionine sulfoxide reductase A (Bos taurus). purified bovine MsrA, absorbance read-out. inhibition, % at 15.5 µM. 360,000 compounds, 0.75% hits. AID 651718, 2012; in the data active = inhibition above about 4.5%;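 also: 0% = vehicle wells with enzyme and 100% = reference inhibitor wells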
MT1-MMP act inh: blockers of MT1-MMP proenzyme processing, primary screen, HT1080 RFP-PRO-GFP cells, GFP/RFP fluorescence; GFP/RFP ratio fluorescence, overnight; percent of plate control window, DMSO zero; GFP/RFP ratio change, % at 20 µM; 360,000 compounds, 0.061% hits; AID 651647, 2012;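 active = GFP/RFP ratio change of at least 30% with cell ATP level not reduced by more than half and red fluorescence within 50% of control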; also: strong numbers were not always called active
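Material – HT1080 RFP-PRO-GFP cells · Control set – DMSO wells and RFP-L50D-GFP cells · Incubation – overnight cell settling, then overnight compound exposure, 37 °C, 5% CO2 · Compound dosing – single-point 20 µM compound, 1% DMSO · Read-out – GFP/RFP fluorescence ratio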
FAS-TE inh: FAS thioesterase domain inhibitors, primary screen, biochemical, fluorescence intensity, uHTS; Fatty acid synthase (Homo sapiens), P49327; recombinant FAS-TE, OMFH fluorogenic substrate, fluorescence endpoint; inhibition, % at 15 µM; 360,000 compounds, 0.67% hits; AID 602261, 2012;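 active = compounds whose normalised, plate-corrected inhibition of enzyme fluorescence in the single-dose primary screen is 50% or more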;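 also: 0% = DMSO with enzyme and 100% = substrate without enzyme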
SKN-1 block: suppressors of acrylamide-induced Pgst-4::GFP reporter in worms, primary screen, SKN-1 inhibitor project, whole organism, uHTS, GFP/RFP fluorescence ratio, strain VP596. C. elegans VP596 Pgst-4::GFP/RFP ratio, 24 h. inhibition, % at 21.8 µM. 360,000 compounds, 0.49% hits. AID 624304, 2012;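 active = interference check ratio from 0.5 to 1.5 plus GFP to RFP signal ratio inhibition reaching or exceeding a fixed threshold, cut at about 30% in these data, passing the limit was not always enough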; also: some compounds called inactive have numbers as strong as hits
Neddyl block: inhibitors of cullin neddylation, primary screen, biochemical, TR-FRET, uHTS, NAE and Ubc12; AID 651699, 2012; calls only at 25 µM; 360,000 compounds, 0.58% hits; in the data active = inhibition above about 36%
eLon inh: inhibitors of E. coli Lon protease, primary screen, biochemical, fluorescence polarization; P0A9M0; purified E. coli Lon protease; inhibition, % at 7.94 µM; 360,000 compounds, 0.42% hits; in the data active = inhibition above about 13%, passing the limit was not always enough;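 also: 0% = enzyme with probe and DMSO and 100% = no enzyme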
CendR NRP1 mod: modulators of CendR peptide binding to NRP-1, primary screen, biochemical, fluorescence polarization, uHTS | Neuropilin-1 (Homo sapiens), O14786 | AID 602438, 2012 | FAM-RPARPAR peptide binding to NRP-1 | 360,000 compounds, 0.85% hits | inhibition, % at 25 µM;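 active = inhibition or corrected inhibition above about 18%, plus a signal ratio from 0.5 to 1.5, limit read from the data, passing the limit was not always enough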; also: strong numbers were not always called active
Rin1-Abl PPI inh: inhibitors of Rin1-Abl protein binding, primary screen, biochemical, TR-FRET; inhibition, % at 7.35 µM; Tyrosine-protein kinase ABL1 (Homo sapiens) + Ras and Rab interactor 1 (Homo sapiens), …; AID 588664, 2011; 360,000 compounds, 0.4% hits; in the data active = inhibition above about 5%, passing the limit was not always enough
Target sequence (P00519 whole entry, looked up): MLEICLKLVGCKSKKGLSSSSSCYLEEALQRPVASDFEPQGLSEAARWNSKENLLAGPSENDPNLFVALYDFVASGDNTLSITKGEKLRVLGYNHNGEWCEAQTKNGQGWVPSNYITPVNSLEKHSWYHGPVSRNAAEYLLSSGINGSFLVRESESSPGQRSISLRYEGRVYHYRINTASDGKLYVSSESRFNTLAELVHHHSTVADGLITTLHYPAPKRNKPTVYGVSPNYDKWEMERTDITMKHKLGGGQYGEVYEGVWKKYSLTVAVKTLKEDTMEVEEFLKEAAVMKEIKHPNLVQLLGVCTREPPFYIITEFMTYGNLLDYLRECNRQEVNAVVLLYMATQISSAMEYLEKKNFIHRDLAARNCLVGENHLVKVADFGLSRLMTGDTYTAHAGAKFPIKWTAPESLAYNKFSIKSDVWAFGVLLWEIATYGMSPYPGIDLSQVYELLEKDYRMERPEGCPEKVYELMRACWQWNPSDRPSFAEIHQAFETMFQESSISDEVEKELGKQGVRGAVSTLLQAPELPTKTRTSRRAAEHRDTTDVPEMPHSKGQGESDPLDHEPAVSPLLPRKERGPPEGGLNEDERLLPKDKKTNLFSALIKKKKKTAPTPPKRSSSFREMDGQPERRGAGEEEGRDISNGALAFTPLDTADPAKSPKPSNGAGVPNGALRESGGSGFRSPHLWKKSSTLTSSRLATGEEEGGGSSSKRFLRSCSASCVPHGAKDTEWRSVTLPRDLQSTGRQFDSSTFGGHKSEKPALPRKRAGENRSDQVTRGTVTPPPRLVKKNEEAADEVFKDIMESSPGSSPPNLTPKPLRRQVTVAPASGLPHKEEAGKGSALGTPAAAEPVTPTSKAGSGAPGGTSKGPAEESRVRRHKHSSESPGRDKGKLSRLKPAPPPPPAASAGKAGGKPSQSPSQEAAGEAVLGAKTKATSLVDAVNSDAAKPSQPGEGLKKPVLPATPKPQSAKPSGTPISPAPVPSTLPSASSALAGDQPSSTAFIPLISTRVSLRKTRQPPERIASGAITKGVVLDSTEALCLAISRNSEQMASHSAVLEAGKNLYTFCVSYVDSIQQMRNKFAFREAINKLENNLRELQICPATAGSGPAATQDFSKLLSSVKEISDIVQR
Target sequence (Q13671 whole entry, looked up): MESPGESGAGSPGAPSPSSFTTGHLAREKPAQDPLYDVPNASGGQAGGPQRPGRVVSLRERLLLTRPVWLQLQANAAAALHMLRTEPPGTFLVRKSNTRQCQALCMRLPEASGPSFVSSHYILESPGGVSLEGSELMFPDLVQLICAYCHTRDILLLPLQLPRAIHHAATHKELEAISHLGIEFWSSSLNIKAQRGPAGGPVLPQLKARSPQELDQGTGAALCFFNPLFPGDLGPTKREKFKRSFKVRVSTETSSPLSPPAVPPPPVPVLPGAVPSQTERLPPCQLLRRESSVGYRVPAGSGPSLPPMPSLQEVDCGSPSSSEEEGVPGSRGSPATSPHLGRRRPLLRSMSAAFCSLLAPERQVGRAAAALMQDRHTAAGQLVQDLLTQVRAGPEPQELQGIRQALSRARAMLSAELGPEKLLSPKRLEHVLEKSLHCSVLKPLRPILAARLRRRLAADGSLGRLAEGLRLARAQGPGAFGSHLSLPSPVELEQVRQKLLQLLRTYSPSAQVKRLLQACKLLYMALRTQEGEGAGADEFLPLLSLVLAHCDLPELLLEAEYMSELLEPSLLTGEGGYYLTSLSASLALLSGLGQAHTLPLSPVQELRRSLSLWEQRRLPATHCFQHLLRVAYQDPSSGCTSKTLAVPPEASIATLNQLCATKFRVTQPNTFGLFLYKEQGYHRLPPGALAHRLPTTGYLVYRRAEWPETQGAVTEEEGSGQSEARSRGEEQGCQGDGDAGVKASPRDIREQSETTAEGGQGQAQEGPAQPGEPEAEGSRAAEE
Numbers without * were called inactive; i = inactive; / = not tested or not shown.

Order of results: MsrA inhibitor, eLon inh, MT1-MMP act inh, FAS-TE inh, CendR NRP1 mod, Neddyl block, MsrA act, Rin1-Abl PPI inh, SKN-1 block
(1) Cc1ccc(C(=O)C(C)OC(=O)CCN=C2NS(=O)(=O)c3ccccc32)cc1 (configuration not stated)
    0.3, -3, -1, 0, -12, i, -1, 0, 11
(2) COc1ccc(Cn2nnnc2C(c2cccs2)N2CCSCC2)cc1 (configuration not stated)
    -0.5, 6, 3, 15, 8, i, -1, -2, 18
(3) CC(=O)Cn1c(=O)c2c(nc3n2CCCN3Cc2ccccc2)n(C)c1=O
    -0.1, -17, 4, -4, 13, i, -2, 0, 10
(4) C/C(=N\NC(=O)C1CC1)c1ccc(N2CCOCC2)cc1
    3.4, -4, 2, -7, -2, i, -5, -5, -3
(5) COc1nc(C#N)nc(N(C)C)n1
    0.4, 6, -3, -3, -18, i, -3, 1, 9
(6) Cc1c(NC(=O)CN2C(=O)c3ccccc3S2(=O)=O)c(=O)n(-c2ccccc2)n1C
    0.1, -11, -4, -4, -5, i, -1, -2, 18
(7) COc1ccc([C@@H]2CC=C(C(=O)O)[C@H](c3cccc(Cl)c3)N2S(=O)(=O)c2ccc(Cl)cc2)cc1
    0.7, 1, 3, 14, 2, i, -3, 0, 18
(8) COc1ccc(Nc2nnc(-c3ccc(N4CCOCC4)c([N+](=O)[O-])c3)c3ccccc23)cc1
    1.2, 4, 11, 24, -5, i, -1, -5, 15
(9) COc1ccc(/C=C(\NC(=O)c2ccccc2)C(=O)N2CCC(C)CC2)cc1
    0.2, -3, 1, -3, 0, i, -1, -1, 18
(10) O=C(O)CSC1c2ccccc2C(=O)N1c1ccccc1 (configuration not stated)
    -0.2, -5, 0, -6, 7, i, 0, -1, 0
(11) COc1ccc(S(=O)(=O)N2CCCCCC2)cc1C(=O)N(C)Cc1ccco1
    0.8, -7, 1, -3, 13, i, -1, 0, 6
(12) O=C1NC(=O)C2(COC3(CCCC3)OC2)S1
    0.1, 1, -3, -4, 2, i, -2, 2, -3
(13) CCOC(=O)c1ccc(NC(=O)NCc2ccccc2)cc1
    -1.0, -5, 0, 1, 2, i, -7, 0, 4
(14) COc1cccc(C(O)c2nc(/C=C/c3ccc(C(F)(F)F)cc3)cs2)c1 (configuration not stated)
    1.9, -6, -2, 32, -4, i, 2, 2, 7
(15) Cc1ccc(Nc2ncc3c(=O)[nH][nH]c(=O)c3n2)cc1
    0.5, -2, 3, -14, 6, i, -6, 2, -5
(16) O=C1[C@@H]2Cc3c([nH]c4ccccc34)C(c3ccccc3)N2C(=O)CN1C1CC1 (some centres not stated)
    -0.6, 4, 0, -3, -1, i, -1, 2, 0
(17) CC(=O)c1ccc2c(c1)N(Cc1ccccc1)C(=O)C(C)S2 (configuration not stated)
    -1.5, -13, 0, 1, 16, i, -1, -3, -1
(18) CCOc1ccccc1CNC(=O)Cn1c(=O)oc2ccccc21
    1.1, -7, -3, -2, -4, i, -3, -2, -3
(19) Cc1ccc(S(=O)(=O)N2[C@@H](c3ccccc3)C(C(=O)O)=CC[C@H]2c2ccc3c(c2)OCO3)cc1
    0.7, 11, 1, -8, -5, i, -4, 2, 5
(20) CO[C@H](C(=O)N(C)C[C@@H]1OCc2ccccc2-c2c(n(C)c3ccccc23)C(=O)N([C@H](C)CO)C[C@@H]1C)c1ccccc1
    -0.1, -8, -3, -7, -16, i, -5, -1, -2
(21) CCOc1ccc(N(C)S(=O)(=O)c2cc(-c3cc(C)no3)ccc2CC)cc1
    15*, -1, -8, 31, 4, i, -2, 2, 4
(22) CC(C)(C)n1nnnc1C(c1ccc(C#N)cc1)N1CCCC2(CCCCC2)C1 (configuration not stated)
    -0.3, -5, -51, 29, -24, i, -3, 1, 2
(23) Cc1cc(OCC(=O)OCC(=O)N(Cc2ccccc2)C(C)(C)C)ccc1Cl
    -0.2, -3, -1, 21, -5, i, -2, 0, 14
(24) COc1ccc(NC(=O)c2ccc3c(c2)S(=O)(=O)c2ccccc2C3=O)cc1
    -0.3, 3, 5, -12, 7, i, -2, -3, 5
(25) COc1ccc(C)cc1NC(=O)c1nnn(Cc2cccc(C(F)(F)F)c2)c1N
    -1.1, 0, 4, 13, -6, /, 0, 1, -1
(26) CNC(C)C#Cc1ccc2c(=O)c3ccccc3oc2c1 (configuration not stated)
    1.4, -25, 3, -3, -35, i, -1, 2, 20
(27) CC1CN(C(=O)c2cc(S(=O)(=O)N3CCCC3)ccc2Cl)CC(C)O1 (configuration not stated)
    -0.7, -8, 4, -5, 9, i, -4, 1, 11
(28) O=C(c1ccc(Cl)c(Cl)c1)N1CCC(=O)N(C(COCc2cccc(C(F)(F)F)c2)Cc2ccccc2)CC1 (configuration not stated)
    -0.6, 3, 0, 31, -8, i, -3, 23*, 6
(29) O=Cc1ccc(-c2ccc(F)cc2)o1
    2.6, -9, -1, -3, 8, i, -3, -6, 6
(30) CC1=C([N+](=O)[O-])C(c2ccccc2)NC(=O)N1 (configuration not stated)
    2.6, -7, -1, -2, 13, i, -4, 0, 3
(31) COc1ccc(CCNC(=O)c2ccc(CS(=O)(=O)c3ccc(Br)cc3)o2)cc1OC
    -0.8, -18, -1, -7, 2, i, -9, 1, 4
(32) O=C(c1cc(-c2ccccc2)n[nH]1)N1CCN(S(=O)(=O)c2ccccc2)CC1
    -0.7, -4, -2, 2, 0, i, -1, 1, -15
(33) COc1ccc(C2(CCN)CC(C)N(C)CC2C)cc1 (configuration not stated)
    -0.6, -2, 1, 1, 12, i, -5, -4, -8
(34) COC(=O)c1ccc(NC(=O)CC2C(=O)N(c3ccc(C)cc3)C(=O)N2CC(C)C)cc1 (configuration not stated)
    0.1, -4, 0, 6, 4, i, 3, -4, 11
(35) O=C(Nc1ccc(Oc2cccnc2)cc1)c1ccccc1Cl
    0.5, -3, -2, -5, -3, i, -4, -2, 23
(36) S=c1[nH]nc(Nc2ccc(Cl)cc2)s1
    -0.1, 6, -1, -3, -4, i, 3, 1, 15
(37) CCOC(=O)c1cnc(SCC(=O)c2ccc(C)cc2)nc1N
    -1.0, -4, -8, -6, 12, i, -10, -1, -30
(38) CCCCOc1cccc(-c2cc(C(=O)NNC(=S)NCC)c3ccccc3n2)c1
    2.7, 5, 39*, 74*, -3, i, -1, 1, 12
(39) COc1ccc(N(CC(=O)NCc2ccc(Cl)cc2)S(=O)(=O)c2ccccc2[N+](=O)[O-])c(OC)c1
    0.0, 2, -5, 25, 2, i, -3, 1, 3
(40) Cc1ccc(-n2c(SCC(=O)N/N=C/c3ccccc3OCC(=O)O)nc3ccccc3c2=O)cc1
    2.2, -6, 3, -2, -19, i, -5, -4, -13
(41) O=C(Nc1c2c(nn1-c1ccc(F)cc1)CS(=O)C2)C12CC3CC(CC(C3)C1)C2 (configuration not stated)
    -0.2, 1, -2, -4, 5, i, -3, 0, -5
(42) Cc1ccc(C(NC(=O)N2CCN(C)CC2)C(Cl)Cl)cc1F (configuration not stated)
    0.3, -7, -1, -9, -3, i, -2, 3, -3
(43) COc1ccc(N2CCN(C(=O)CN(c3ccccc3)S(=O)(=O)c3ccc(OC)cc3)CC2)cc1
    -0.1, -2, -3, 13, -15, i, 0, -3, 4
(44) COc1ccc(N)c2c1OCCC2=O
    0.4, -12, 0, -13, 11, i, 0, -2, 5
(45) COc1cccc(-c2cnc3c(NC=O)cc(-c4cccc(C(=O)N(C)C)c4)cn23)c1
    0.1, -15, 2, 7, -44, i, -7, -7, 12
(46) COc1cccc(OC)c1OC(=O)C1CC(=O)N(c2ccc3c(c2)OCCO3)C1 (configuration not stated)
    0.4, -2, -2, -4, 4, i, 0, 2, 8
(47) CC1C(=O)NN=C1C(=O)N/N=C/c1cccs1 (configuration not stated)
    3.2, 5, 0, -4, 3, i, -5, 0, -3
(48) COc1ccc(NC(=O)C2CCCN(c3nc(C)cc(C)n3)C2)cc1 (configuration not stated)
    0.9, 0, 2, -1, 10, i, -2, 2, -2
(49) CCOC(=O)C1CCCN(C(=O)C2CC(=O)N(c3ccc(C)cc3)C2)C1 (configuration not stated)
    1.1, -6, 2, -8, 3, i, -4, -2, 5
(50) COc1ccc(-n2cnnc2SCc2cnc(-c3ccccc3)s2)cc1
    0.3, 0, 6, -4, -1, i, -1, 2, 10
(51) O=S(=O)(c1ccccc1F)N1CCCc2ccccc21
    -0.1, -1, 1, 13, -7, i, -1, -2, 19
(52) CC1(CCc2ccccc2)NC(=O)N(CC(=O)N2CCCCCC2)C1=O (configuration not stated)
    -0.4, -5, 1, -5, 9, i, -2, 2, -13
(53) [N-]=[N+]=NC[C@H](Cc1ccccc1)N1CCN(Cc2ccccc2)CCC1=O
    0.3, -3, 0, -8, 5, i, -2, -1, -5
(54) Cc1ccc(S(=O)(=O)c2c(N)n(/N=C/c3ccco3)c3nc4ccccc4nc23)cc1
    1.1, -20, -1, 34, -105, /, -1, 2, 19
(55) CCOC(=O)C1=CCC(c2ccco2)N(S(=O)(=O)c2ccc(C)cc2)C1 (configuration not stated)
    -1.5, 5, 2, 5, -13, i, 1, 2, 12
(56) Cc1ccc(CN2CCCC(C(=O)N3CCCC3)C2)cc1 (configuration not stated)
    0.2, -6, -3, -4, 0, i, -2, 2, -8

In the list so far, these have fluorine:
Order of results: MsrA inhibitor, eLon inh, MT1-MMP act inh, FAS-TE inh, CendR NRP1 mod, Neddyl block, MsrA act, Rin1-Abl PPI inh, SKN-1 block
(14) COc1cccc(C(O)c2nc(/C=C/c3ccc(C(F)(F)F)cc3)cs2)c1 (configuration not stated)
    1.9, -6, -2, 32, -4, i, 2, 2, 7
(25) COc1ccc(C)cc1NC(=O)c1nnn(Cc2cccc(C(F)(F)F)c2)c1N
    -1.1, 0, 4, 13, -6, /, 0, 1, -1
(28) O=C(c1ccc(Cl)c(Cl)c1)N1CCC(=O)N(C(COCc2cccc(C(F)(F)F)c2)Cc2ccccc2)CC1 (configuration not stated)
    -0.6, 3, 0, 31, -8, i, -3, 23*, 6
(29) O=Cc1ccc(-c2ccc(F)cc2)o1
    2.6, -9, -1, -3, 8, i, -3, -6, 6
(41) O=C(Nc1c2c(nn1-c1ccc(F)cc1)CS(=O)C2)C12CC3CC(CC(C3)C1)C2 (configuration not stated)
    -0.2, 1, -2, -4, 5, i, -3, 0, -5
(42) Cc1ccc(C(NC(=O)N2CCN(C)CC2)C(Cl)Cl)cc1F (configuration not stated)
    0.3, -7, -1, -9, -3, i, -2, 3, -3
(51) O=S(=O)(c1ccccc1F)N1CCCc2ccccc21
    -0.1, -1, 1, 13, -7, i, -1, -2, 19
